core dimer inh – HCV core protein dimerization inhibition; TR-FRET GST/Flag-core106 dimerization, 1536-well; inhibition, % at 5 µM; hit rate 0.33% among 300,000; AID 1899;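 active means inhibition above the mean of all tested compounds plus 3 SD, set per screening campaign, cut at about 45% in these data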
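assay system = GST-tagged and Flag-tagged HCV core protein residues 1-106 | controls = unlabelled core106 and no-GST-core106 wells | incubation = compound-protein-antibody incubation 4 h at 22.5 °C | probe or stimulus = Eu donor and XL665 acceptor anti-tag antibodies | read-out = % inhibition based on acceptor/donor emission ratio | signal = TR-FRET 671 and 617 nm emission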
TPT1 inh – blocks Candida albicans tRNA 2'-phosphotransferase; recombinant caTPT1, FP RNA substrate dephosphorylation; inhibition, % at 5 µM; hit rate 0.81% among 300,000;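 active means inhibition above the mean of all tested compounds plus 3 SD, set per screening campaign, cut at about 24% in these data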;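 further: plate controls were DMSO alone for no effect and ferristatin control at 100 nM for full effect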
PP1 inh – counter-screen for PP5 inhibitors: inhibitors of human PP1-alpha; purified PP1alpha, OMFP fluorescence; inhibition, % at 6.7 µM; hit rate 0.9% among 320,000;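 active means inhibition above the mean inhibition of all tested compounds plus 3 SD, computed separately for each screening campaign, cut at about 15% in these data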
AHR act – activates the human aryl hydrocarbon receptor | P35869 | AHR-responsive luciferase reporter cells, luminescence | activation, % at 5 µM | hit rate 2.5% among 320,000; in the data active means activation above about 47%;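 further: 0% = vehicle wells and 100% = reference agonist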
PP5 primary – inhibitors of human protein phosphatase 5 (PP5); inhibition, % at 6.7 µM; P53041; purified PP5c, OMFP substrate fluorescence; hit rate 0.18% among 320,000; AID 1987;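 active means inhibition above the campaign's mean inhibition across all tested compounds plus 3 SD, cut at about 9.5% in these data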;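 further: 0% = DMSO only and 100% = 100 µM cantharidin control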
Target sequence (P53041 whole entry, looked up): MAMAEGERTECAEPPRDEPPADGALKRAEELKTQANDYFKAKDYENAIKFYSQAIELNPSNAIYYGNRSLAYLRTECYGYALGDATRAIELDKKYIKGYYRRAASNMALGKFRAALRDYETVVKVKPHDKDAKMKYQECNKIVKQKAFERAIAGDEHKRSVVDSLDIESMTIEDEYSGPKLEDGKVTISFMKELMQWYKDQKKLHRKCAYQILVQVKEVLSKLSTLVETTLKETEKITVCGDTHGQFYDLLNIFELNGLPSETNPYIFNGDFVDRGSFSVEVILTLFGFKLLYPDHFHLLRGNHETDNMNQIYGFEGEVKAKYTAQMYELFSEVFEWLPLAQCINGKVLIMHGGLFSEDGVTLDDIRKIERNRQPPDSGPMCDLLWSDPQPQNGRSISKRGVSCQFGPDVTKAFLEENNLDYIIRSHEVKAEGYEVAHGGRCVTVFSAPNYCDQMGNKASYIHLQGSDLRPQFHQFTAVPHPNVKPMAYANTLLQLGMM
proCasp3 act – procaspase-3 (human) activation; P42574; recombinant procaspase-3 D3A, Ac-DEVD-pNA absorbance 405 nm; activation, % at 8.5 µM; hit rate 0.11% among 330,000; AID 463141;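 active means activation above the mean of all tested compounds plus 3 SD, cut at about 21% in these data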;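 further: 0% = DMSO alone and 100% = DMSO wells spiked with extra 5 µM PC-3 D3A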
Target sequence (P42574 whole entry D9A/D28A/D175A): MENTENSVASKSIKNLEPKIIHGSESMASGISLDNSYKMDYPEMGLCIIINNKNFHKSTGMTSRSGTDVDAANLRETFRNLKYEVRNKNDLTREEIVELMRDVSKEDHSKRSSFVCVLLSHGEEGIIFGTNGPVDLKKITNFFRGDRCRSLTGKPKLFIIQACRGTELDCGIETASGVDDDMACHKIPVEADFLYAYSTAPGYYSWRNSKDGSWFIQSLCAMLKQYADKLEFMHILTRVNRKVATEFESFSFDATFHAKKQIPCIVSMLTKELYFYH
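Test system: Procaspase-3 D3A mutant; medium: Zinc-free HEPES/NaCl buffer with 0.01% Triton X-100 at pH 7.4; reagent: DEVD-pNA substrate; doses: one concentration, 8.5 µM nominal, 0.8% DMSO; times: 1 h preincubation plus 2 h reaction at 25 °C; signal: Epi-absorbance at 405 nm of released p-nitroaniline, 0 and 120 min; replicates: singlicate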
PAFAH2 FP inh – PAFAH2 (human) inhibition | Q99487 | recombinant PAFAH2, FP-rhodamine activity probe, fluorescence polarization | inhibition, % at 3.39 µM | hit rate 0.99% among 340,000;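 active means inhibition above the mean over all tested compounds plus 3 SD, cut at about 30% in these data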;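 further: inhibitors block probe labeling of enzyme so polarization drops; 0% = enzyme with DMSO and 100% = wells lacking PAFAH2 protein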
Fh CTSL1 inh – cathepsin L1 inhibition, PFM18AAP counter-screen; AID 1906; recombinant F. hepatica cathepsin L1, Z-Leu-Arg-MCA fluorescence; hit rate 0.49% among 300,000; inhibition, % at 5.96 µM;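 active means inhibition above the mean of all tested compounds plus 3 SD, set per screening campaign, cut at about 17% in these data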;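 further: 0% = plate median of test compound wells and 100% = 1 µM Z-Phe-Ala-diazomethylketone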
proCasp7 act – activates human procaspase-7, counter-screen for procaspase-3 activators; activation, % at 8.5 µM; recombinant procaspase-7, Ac-DEVD-pNA absorbance 405 nm; D23A/D198A/D206A triple mutant, cannot self-cleave; scale: DMSO 0, 5 µM enzyme 100; P55210; hit rate 0.093% among 330,000;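 active means percent activation above the screen-wide mean plus 3 SD, cut at about 25% in these data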
Target sequence (P55210 whole entry D23A/D198A/D206A): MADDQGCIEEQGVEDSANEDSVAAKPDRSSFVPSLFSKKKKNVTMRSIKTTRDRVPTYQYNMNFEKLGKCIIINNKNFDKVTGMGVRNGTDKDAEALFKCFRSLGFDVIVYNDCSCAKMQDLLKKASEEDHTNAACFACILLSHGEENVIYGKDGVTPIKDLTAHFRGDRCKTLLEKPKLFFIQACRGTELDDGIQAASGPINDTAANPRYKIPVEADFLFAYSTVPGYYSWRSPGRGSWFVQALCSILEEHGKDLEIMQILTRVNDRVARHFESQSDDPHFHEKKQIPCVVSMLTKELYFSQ
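System: Uncleavable procaspase-7 mutant enzyme; Amount: 2 µM procaspase-7 mutant as dispensed; Schedule: 1 h compound preincubation, 2 h substrate cleavage, 25 °C; Measured by: 405 nm absorbance of p-nitroaniline; Evaluation: percent activation from buffer-corrected 0–120 min absorbance change; Control set: low DMSO alone, high DMSO plus 5 µM PC-7.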
* hit, by the source's call; nt = no result given.

SMILES	core dimer inh	TPT1 inh	PP1 inh	AHR act	PP5 primary	proCasp3 act	PAFAH2 FP inh	Fh CTSL1 inh	proCasp7 act
CC(C)(C)OC(=O)N1CCOCCOCCN(C(=O)OC(C)(C)C)CCOCC1	3	-5	-4	-5	4.1	4	-8	-2	8
COc1cccc(OCC(O)CN2CCN(CCO)CC2)c1 (configuration not stated)	-4	4	0	3	1.9	-6	-2	3	1
CC(=O)c1cccc(Nc2nc(-c3sc(N)nc3C)cs2)c1	-16	4	4	49*	2.1	-6	15	-2	-15
COc1ccccc1NC(=O)Nc1nc(CC(=O)N2CCN(c3ccc(F)cc3)CC2)cs1	10	0	0	10	3.1	0	-2	1	-4
CC(=O)Nc1ccc(NC(=O)CSc2ccc3nnc(CCNS(=O)(=O)c4ccc(C)cc4)n3n2)cc1	1	3	0	-1	-0.3	2	6	2	6
CCc1ccc(-c2nc(CCl)cs2)cc1	-1	2	-1	2	3.5	-1	7	1	-7
Cc1ccc(C(=O)NC(C)c2ccccc2)o1 (configuration not stated)	1	2	-6	1	11*	0	-3	-5	-3
NC(=O)CC(NC(=O)c1ccccc1)c1ccc(NCCc2ccc(Cl)cc2)c([N+](=O)[O-])c1 (configuration not stated)	-1	5	8	8	1.1	3	2	0	6
Cc1ccc2c(c1)-c1[nH]c(=S)ncc1CS2	11	-3	-1	5	2.5	11	5	3	-4
CCOCC(=O)Nc1nnc(SCCOC)s1	2	2	-10	1	0.1	2	-4	-6	10
COc1nccnc1NS(=O)(=O)c1ccc(N=Cc2c(C)[nH]n(-c3ccc(C)c(C)c3)c2=O)cc1	0	-1	0	5	-0.3	1	15	5	-1
Cc1csc2nc(COC(=O)CNC(=O)c3ccc(Cl)cc3)cc(=O)n12	nt	nt	-1	3	-0.8	4	-2	nt	12
O=C(NNC(=O)c1ccc(NC(=O)c2ccccc2)cc1)c1ccccc1	1	-4	-1	1	-0.6	-8	nt	0	-7
O=C1CC/C=C\C[C@@H](CC(=O)N(CCO)Cc2ccccc2)C(=O)NCCO1	nt	nt	nt	1	nt	4	0	nt	-1
Cc1ccccc1/C=C1\SC(=S)N(/N=C/c2cc([N+](=O)[O-])ccc2O)C1=O	9	-4	2	0	1.9	-21	32*	9	-30
O=C(COC(=O)/C=C/c1ccc([N+](=O)[O-])cc1)Nc1ccc(F)cc1	nt	nt	1	2	-0.2	4	17	nt	-1
CCOC(=O)c1ccc(NC(=S)N2CCN(Cc3ccccc3)CC2)cc1	5	0	-1	1	2.4	5	3	-2	-16
COc1ccc(OC)c(NC(=O)CCNC(=O)Cn2cnc3ccccc3c2=O)c1	0	-1	-3	-1	-1.4	-3	3	0	8
CC1(C)CC(=O)N(CC(=O)NCc2ccc(F)cc2)c2ccccc2S1(=O)=O	-3	1	-4	-1	-2.5	2	6	-1	-8
CS(=O)(=O)c1ccc2nc(NC(=O)c3cccc(NS(=O)(=O)c4ccc(F)c(F)c4)c3)sc2c1	14	-1	1	24	2.4	11	-33	0	6
C=CCc1ccc(OCC(O)COCC)c(OC)c1 (configuration not stated)	13	-1	-2	7	2.2	8	17	9	-7
CCC(=O)N1CCc2cc(S(=O)(=O)NCCC(=O)N3CCN(Cc4ccccc4)CC3)ccc21	-2	1	1	0	1.4	3	7	-5	7
COc1ccccc1-c1cc(C(=O)N2CCOCC2)no1	14	0	0	11	-0.4	2	3	1	-2
CC(C)CN1C(=O)NC(NC(=O)c2cccnc2)(C(F)(F)F)C1=O (configuration not stated)	5	0	-7	-4	2.0	10	1	-2	4
COc1ccc(OC)c(C2NC(=O)NC(C)=C2C(=O)Nc2ccc(C)cc2C)c1 (configuration not stated)	0	0	-2	2	-0.1	1	-14	-2	-14

Additional structures
SMILES	core dimer inh	TPT1 inh	PP1 inh	AHR act	PP5 primary	proCasp3 act	PAFAH2 FP inh	Fh CTSL1 inh	proCasp7 act
CC12Cc3ccc4ccccc4c3C=C1C[N+](C)(C)C2 (configuration not stated)	-5	3	0	1	2.1	-12	-3	1	2
COc1ccc(-c2csc(N)n2)cc1F	-6	-1	1	-1	0.4	-4	9	-2	-5
CCn1cc([N+](=O)[O-])c(C(=O)Nc2nc(-c3ccc(C)cc3)c(C)s2)n1	8	-3	2	44	0.5	3	-6	4	3
CC(Cc1cccs1)NC(=O)Nc1ccc([N+](=O)[O-])cc1 (configuration not stated)	5	2	-1	5	1.9	-10	1	3	-3
O=C(CN1C(=O)NC2(CCCCCC2)C1=O)NCc1ccc(F)cc1	nt	nt	nt	0	nt	5	-5	nt	1
COc1ccc(-c2cn(Cc3ccc(C(=O)c4ccccc4)cc3)nn2)cc1	8	-5	0	5	4.7	1	nt	-1	-4
CNC(=O)c1ccc(OCc2ccccc2)c(OC)c1	-4	1	-1	9	0.9	12	-7	-1	0
CCc1nnc2n1N=C(c1ccc(OC)cc1)CS2	-2	-6	2	8	0.8	6	5	0	3
COC(=O)[C@]1(C)N[C@H](c2ccc(-c3cccc(Cl)c3)c(OC)c2)[C@@H]2C(=O)N(C)C(=O)[C@@H]21	nt	nt	nt	1	nt	-2	-2	nt	2
Cc1c(/C=N/O)sc2ccccc12	-1	0	-5	-2	0.1	-1	4	1	1
CCOc1nsc(OCC)n1	-11	-4	4	6	0.0	-5	-1	-4	3
C=CCn1c(SCC(=O)Nc2ncc(Cc3ccc(C)c(Cl)c3)s2)nnc1-c1ccncc1	13	1	11	-1	2.9	-4	-5	3	6
Nc1ccc(C(=O)OCCCc2nc3ccccc3[nH]2)cc1	2	4	-4	3	-1.3	4	19	-1	5
CC(=O)c1ccc(NC(=O)CC(C)S(=O)(=O)c2ccc3c(c2)CCN3C(C)=O)cc1 (configuration not stated)	2	3	-3	-1	-1.4	-7	0	2	1
COc1cccc(/C=N/Nc2ncc(C(F)(F)F)cc2Cl)c1O	1	-4	14	17	-1.7	3	-6	10	6
CC(=O)Nc1ccc(NC(=O)C2CC(=O)N(c3ccc(Cl)cc3)C2)cc1 (configuration not stated)	9	1	0	0	0.3	-6	1	-2	0
CCNC(=O)/C(C#N)=C/c1c(N2CCN(C)CC2)nc2c(C)cccn2c1=O	9	-3	-5	12	0.5	-5	1	-1	-3
Cc1onc(-c2ccc(Cl)cc2)c1-c1ccnn1S(=O)(=O)c1cccc(C(F)(F)F)c1	2	4	2	6	6.1	-8	nt	3	-4
CC1CC(C)(C)NC(=S)N1CC(=O)NCc1ccccc1Cl (configuration not stated)	-3	-2	-2	10	2.7	-13	1	-2	-3
O=C1CCC[C@@H]2[C@H]3CCC[N+]4([O-])CCC[C@@H](CN12)[C@@H]34 (some centres not stated)	1	-5	-1	0	-0.8	-11	4	5	14
Cc1ccc(NC(=O)CN(C)C(=O)CCC(=O)c2cccs2)cc1	0	3	0	4	2.3	-12	3	-3	-2
CCN(CCn1cccn1)C(=O)c1cccc(OC2CCN(S(C)(=O)=O)CC2)c1	-2	-5	0	-4	1.7	3	1	0	-4
CCOC(=O)CC(=O)CSc1nc2ccccc2c(=O)n1-c1ccc(C(=O)NCCOC)cc1	0	2	-1	0	0.8	6	-2	2	0
Cc1cc(C(=O)COc2ccc([N+](=O)[O-])cc2)c(C)n1C1CC1	3	-1	4	-3	-0.8	-3	-1	1	8
O=CN1CCN(C(=O)CN2C(=O)c3ccccc3C2=O)CC1	2	-6	0	1	-0.8	-8	0	3	1

(list continues)
SMILES	core dimer inh	TPT1 inh	PP1 inh	AHR act	PP5 primary	proCasp3 act	PAFAH2 FP inh	Fh CTSL1 inh	proCasp7 act
CCOC(=O)c1ccc(CNC(=O)Cn2nnc(-c3cccc(C)c3)n2)o1	0	-2	1	-1	-1.0	1	-4	5	0
O=C(CN(Cc1ccco1)C(=O)CCC(=O)Nc1ccccn1)NCCc1ccccc1	6	0	6	6	3.6	7	4	-4	7
CC(Sc1n[nH]c(N)n1)c1nc2scc(-c3cccs3)c2c(=O)[nH]1 (configuration not stated)	-3	-1	-1	13	1.2	2	4	-2	2
O=C(COc1ccc(S(=O)(=O)N2CCOCC2)cc1)NCc1ccco1	-11	-4	2	-3	1.0	6	0	0	-1
O=C(Nc1cc2c(cc1Cl)OCCO2)c1ccco1	0	-1	1	-11	0.2	4	0	-1	5
C[C@@H]1CN(S(=O)(=O)c2ccc3c(c2)OCCO3)CCN1S(=O)(=O)c1c(F)cccc1F	nt	nt	nt	-3	nt	-2	-9	nt	4
CCOc1ccc(C(=S)N2CCOCC2)cc1OC	-1	1	-6	1	2.5	1	7	-4	-4
C[C@@H]1CC[C@]2(O[C@@H](CCO)C[C@H](O)[C@H]2O)O1	-9	-2	4	0	0.4	7	-9	-1	8
COc1cccc(-n2nnc3c(=O)n(CC(=O)NCC4CCCO4)cnc32)c1 (configuration not stated)	-9	0	0	2	2.8	2	-1	-2	2
Nc1nc(SCC(=O)N2CCc3ccccc32)[nH]c(=O)c1-c1ccccc1	3	-5	0	2	1.4	-2	2	0	-8
CN(C)C(=O)CSc1ccc(S(=O)(=O)N2CCOCC2)cn1	nt	nt	-4	1	4.0	-2	6	nt	5
CC(=O)c1ccc(OCCCC(=O)N2CCN(S(=O)(=O)c3ccc(C(C)C)cc3)CC2)cc1	6	3	-1	-1	0.9	-2	2	0	5
O=S(Cc1ccc(Br)cc1)Cc1nnc(SCc2ccc(Br)cc2)n1-c1ccccc1 (configuration not stated)	4	-2	9	1	-0.8	-7	2	3	8
O=C(CSc1ccccc1C(=O)O)c1ccc(Cl)cc1	2	2	4	7	1.2	-1	7	-2	1
O=S(=O)(Oc1ccccc1N1CCCCC1)c1ccccc1	4	9	-2	-1	-0.2	0	7	-1	12
Clc1cc(Br)ccc1OCCOCCOc1cccc2cccnc12	8	3	1	13	4.8	6	3	1	12
CC1(C)CC(=O)c2c(O)cc(O)cc2O1	0	0	-5	-1	-2.0	11	15	3	-8
c1cc(-c2nnc3sc(C4CCCCC4)nn23)ccn1	-2	1	0	-1	1.4	6	-2	0	9
COc1ccc(Cl)cc1NC(=O)C1CC(=O)N(C2CCCCC2)C1 (configuration not stated)	2	0	0	5	-1.0	5	-1	-4	6
CN(C)S(=O)(=O)c1ccc(C(=O)OCC2CC2(Cl)Cl)cc1 (configuration not stated)	0	0	2	1	4.5	-2	-1	-1	-1
CN(C(=O)c1ccc(S(=O)(=O)N(C)C)cc1)c1ccc2ccccc2c1	14	-1	0	-1	3.0	7	4	1	-2

Quoted at random: four compounds from above
SMILES	core dimer inh	TPT1 inh	PP1 inh	AHR act	PP5 primary	proCasp3 act	PAFAH2 FP inh	Fh CTSL1 inh	proCasp7 act
O=C(COc1ccc(S(=O)(=O)N2CCOCC2)cc1)NCc1ccco1	-11	-4	2	-3	1.0	6	0	0	-1
O=C(Nc1cc2c(cc1Cl)OCCO2)c1ccco1	0	-1	1	-11	0.2	4	0	-1	5
O=S(Cc1ccc(Br)cc1)Cc1nnc(SCc2ccc(Br)cc2)n1-c1ccccc1 (configuration not stated)	4	-2	9	1	-0.8	-7	2	3	8
C[C@@H]1CN(S(=O)(=O)c2ccc3c(c2)OCCO3)CCN1S(=O)(=O)c1c(F)cccc1F	nt	nt	nt	-3	nt	-2	-9	nt	4

Screens deposited in PubChem BioAssay by The Scripps Research Institute Molecular Screening Center.
